Screening data as filed in PubChem.
TRPC4 agonist – TRPC4 (mouse) channel activation; HEK293 TRPC4beta/mu-opioid, Fluo4 calcium fluorescence; active compounds read high; B-score at 10 µM; hit rate 0.49% among 310,000;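 active = B-score above 5 SD of library B-scores, and initial fluorescence ratio not above library mean plus 5 SD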;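 note: positive B-score marks a calcium rise read as TRPC4 activation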
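Incubation: 45 min room-temperature Fluo4 loading, 110 s read / System: HEK293 cells stably co-expressing mouse TRPC4beta and mu-opioid receptor / Signal: Fluo4 fluorescence, kinetic / Control set: buffer (low) and maximal DAMGO (high) / Measure: integrated baseline-normalised fluorescence ratio, converted to per-well B score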
MrgX1 allo act – human MrgX1 positive allosteric modulation, primary screen. MrgX1-HEK293, Fluo-4 calcium flux, FDSS; active compounds read high. B-score at 10 µM. hit rate 0.63% among 310,000;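 active = plate-corrected calcium response at least 3 library SD above typical, normal starting fluorescence, not activating the receptor alone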;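 note: compound read alongside a low EC10 to EC30 dose of BAM8-22 agonist; peak minus trough fluorescence over baseline measured at the second addition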
Target sequence (Q96LB2 whole entry, looked up): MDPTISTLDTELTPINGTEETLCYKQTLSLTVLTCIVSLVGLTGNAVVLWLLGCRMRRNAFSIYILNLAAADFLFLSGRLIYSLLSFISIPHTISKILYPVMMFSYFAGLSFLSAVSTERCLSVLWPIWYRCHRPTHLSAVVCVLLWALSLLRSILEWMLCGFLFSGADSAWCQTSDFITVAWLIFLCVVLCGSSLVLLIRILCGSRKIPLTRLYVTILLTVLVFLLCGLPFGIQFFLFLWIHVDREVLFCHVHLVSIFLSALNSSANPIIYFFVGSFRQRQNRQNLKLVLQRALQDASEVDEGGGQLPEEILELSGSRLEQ
TRPC6 activator – mouse TRPC6 channel activation; HEK293-TRPC6 membrane potential dye fluorescence; active compounds read high; Q61143; hit rate 0.13% among 310,000; B-score at 10 µM;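 active = B-score of the integrated fluorescence ratio above library mean plus 3 SD, and starting fluorescence ratio within library mean plus 5 SD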;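 note: higher score means more depolarization so channel activation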
TRPC6 inh – blocks the mouse TRPC6 cation channel | Q61143 | HEK293-TRPC6, membrane potential dye, ACh-evoked depolarization; active compounds read low | B-score at 10 µM | hit rate 1.1% among 310,000;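 active = B-score under library mean minus 3 SD, initial fluorescence not abnormally high, positive integrated signal ratio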;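 note: B-score derived from integrated fluorescence ratio over the kinetic read; more negative B-score means stronger inhibition of depolarization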
AI-2 QS modul – Vibrio harveyi AI-2 quorum sensing modulation; Vibrio harveyi JMH597 AI-2 luminescence/OD600 ratio, 9 h; active compounds read low; strain lacks LuxN and CqsS sensors; 0 = neutral-control median; activity change, % at 7.5 µM; hit rate 0.4% among 300,000; AID 2094; in the data active = activity change below about -75%, passing the limit was not always enough;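 note: luminescence divided by OD600 gain over 9 h not by final OD600 alone; inactives centre near 13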
TRPC4 potent – allosteric potentiators of mouse TRPC4 channel | Q9QUQ5 | HEK293 TRPC4beta/mu-opioid, DAMGO EC20, Fluo-4 Ca2+ flux; active compounds read high | B-score at 10 µM | hit rate 0.42% among 310,000 | AID 2227;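 active = B-score of calcium response area above 5 SD of library B-scores, with initial fluorescence ratio within 5 SD of library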;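 note: B-score of integrated fluorescence ratio over time as area under calcium response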
TRPC4 inh – inhibitors of mouse TRPC4 channel | Q9QUQ5 | HEK293 TRPC4beta/mu-opioid, DAMGO-evoked Fluo4 calcium flux; active compounds read low | B-score at 10 µM | hit rate 0.39% among 300,000 | AID 2247;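 active = B-score over 3 SD under the library average, no early fluorescence shift, positive overall ratio signal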
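Assay system: Stable TRPC4beta/mu-opioid receptor HEK293 cells | Reagent: DAMGO in two steps, submaximal then maximal | Compound dosing: Single concentration per test compound | Signal: Fluo4 Ca2+ flux fluorescence | Evaluation: Per-well B score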
PolyA inh – inhibitors of polyadenylation in S. cerevisiae. hit rate 0.02% among 300,000. S. cerevisiae SKY197-pL101 polyadenylation reporter, beta-gal luminescence; efflux-impaired pdr1/pdr3 knockout yeast; score 100 = 6 SD above DMSO. calls only at 12 µM;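 active = lowest replicate activity score at least 50, where 100 means six control SD above control mean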;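 note: yeast exposed to compound for 9 h at 30 °C; higher score means more reporter readthrough which indicates perturbed polyadenylation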
MrgX1 agonist – activates human MrgX1 receptor signaling; MrgX1-HEK293 cells, Fluo-4 calcium fluorescence, agonist mode; active compounds read high; B-score at 10 µM; hit rate 0.44% among 310,000;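 active = calcium response B-score plate-corrected fluorescence ratio at least 3 library SD, with starting fluorescence B-score inside 5 SD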
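times = overnight plating, then 30 min 37 °C plus 30 min room-temperature dye loading | assay system = stable human MrgX1 HEK293 cell line | input = fifteen thousand cells per well | signal = kinetic calcium dye fluorescence, Fluo-4 NW | dosing = compound delivered in addition one of three | read-out = B-scored fluorescence response ratio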
MrgX1 antagonist – blocks BAM8-22 activation of human MrgX1 receptor | Q96LB2 | MRGX1-HEK293 calcium flux, Fluo-4, BAM8-22 antagonism; active compounds read low | B-score at 10 µM | hit rate 1.3% among 310,000;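 active = calcium-response B-score plate-corrected more than 3 library SD below zero, starting fluorescence within 5 deviations, no agonist response on first addition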;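 note: peak minus trough fluorescence over baseline after final BAM8-22 challenge near maximal dose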
HIF activator – HIF pathway transcriptional activation; U2OS HRE-luciferase reporter, luminescence; normalized: DMSO 0%, desferrioxamine 100%; activation, % at 7.5 µM (by protocol); hit rate 0.32% among 300,000; AID 1910;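 active = mean activation of at least 10% of the iron chelator positive control signal, with at least half of replicates also reaching 10%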
Starred values were filed as active, the others as inactive; i = inactive; nt = no result given.

The line under a structure holds: AI-2 QS modul	HIF activator	MrgX1 allo act	MrgX1 antagonist	TRPC4 inh	TRPC4 potent	TRPC6 activator	PolyA inh	TRPC6 inh	TRPC4 agonist	MrgX1 agonist
CC(C)OC(=O)CSc1nnc(Cc2ccccc2)n1Cc1ccco1
→ 14	0.1	i	i	i	i	i	nt	i	i	i
CCOC(=O)c1c(C)c(C(=O)NCCc2ccc(S(N)(=O)=O)cc2)c(C)n1CC
→ 40	-0.2	i	i	i	i	i	i	i	i	i
COc1ccc(Cc2nnc(SCc3nc4ccccc4c(=O)[nH]3)n2C)cc1
→ -4	-0.7	i	i	i	i	i	i	i	i	i
CCc1nc2oc3ccccc3c(=O)c2cc1C(=O)OC
→ 1	0.8	i	i	i	i	i	i	i	i	i
Cc1ccc2c(COC(=O)c3ccc(NC(=O)CC#N)cc3)cc(=O)oc2c1C
→ 2	2.0	i	i	i	i	i	i	i	i	i
CC1(C)CC(C(CC(=O)Nc2nccs2)c2ccccc2)CCO1 (stereo not drawn)
→ 15	-0.1	i	i	i	i	i	i	i	i	i
CN(CC(=O)Nc1ccc(Cl)c(C(F)(F)F)c1)C(=O)c1cccnc1Sc1ccccc1
→ 6	0.3	i	i	i	i	i	i	i	i	i
COc1ccccc1CNC(=O)/C(C#N)=C/c1ccc(OC)c(OC)c1OC
→ 25	-0.3	i	i	i	i	i	i	i	i	i
COc1ccc(S(=O)(=O)N2CCCC(C(=O)Nc3ccc(NC(=O)c4ccccn4)cc3)C2)cc1 (stereo not drawn)
→ 9	1.0	i	i	i	i	i	i	i	i	i
COC/C=C/C1=CC2=CC(=O)C(C)(OC(=O)c3cnc4ccccc4n3)C(=O)C2=CN1CCc1ccccn1 (stereo not drawn)
→ 20	0.6	i	i	i	i	i	i	i	i	i
Cc1cc(C(=O)N/N=C/c2cccc([N+](=O)[O-])c2O)n[nH]1
→ 37	0.0	i	i	i	i	i	i	i	i	i
COc1ccc(F)c(CN2CCCC(CO)(Cc3cccc(Cl)c3)C2)c1 (stereo not drawn)
→ 17	1.7	i	i	i	i	i	i	i	i	i
CCCOC(=O)NC1CCS(=O)(=O)C1 (stereo not drawn)
→ 18	0.0	i	i	i	i	i	i	i	i	i
CCCCCN1C(=O)Cn2c(nc3ccccc3c2=O)C1C (stereo not drawn)
→ 11	-0.2	i	i	i	i	i	i	i	i	i
CCOC(=O)c1c(NC(=O)CSc2n[nH]c(CNc3ccccc3)n2)sc(C)c1C
→ 21	0.4	i	i	i	i	i	i	i	i	i
CCc1c(C)nc(SCC(=O)Nc2ccc3c(c2)OCCO3)[nH]c1=O
→ 19	-0.8	i	i	i	i	i	i	i	i	i
Cc1ccc(N2C(=O)CC(N3CCN(c4ccccn4)CC3)C2=O)cc1 (stereo not drawn)
→ 33	-0.1	i	i	i	i	i	i	i	i	i
O=C(COc1ccc(Cl)cc1)NCc1nnc(SCC(=O)N2CCCCCC2)o1
→ 2	0.7	i	i	i	i	i	i	i	i	i
N#Cc1nc(-c2ccc(F)cc2)oc1NCCCn1ccnc1
→ 19	0.9	i	i	i	i	i	i	i	i	i
COc1ccc(CC(=O)NCC2COc3ccccc3O2)cc1 (stereo not drawn)
→ -2	-0.3	i	i	i	i	i	i	i	i	i
C=Cn1c(C(=O)O)cc(CC)c1-c1ccccc1
→ 25	-0.3	i	i	i	i	i	i	i	i	i
Cc1cc([N+](=O)[O-])c2c(c1C)C1C=CCC1C(c1ccccn1)N2 (stereo not drawn)
→ 25	0.4	i	i	i	i	i	i	i	i	i
CCn1ccnc1CNC(=O)CC1C(=O)NCCN1CC(c1ccccc1)c1ccccc1 (stereo not drawn)
→ -3	-1.0	i	i	i	i	i	i	i	i	i
CC(c1nnc(SCC(=O)Nc2cccnc2Cl)n1Cc1ccccc1)N(C)C (stereo not drawn)
→ 23	-0.1	i	i	i	i	i	i	i	i	i
CCn1c(SCC(=O)N2CCN(c3ccccc3)CC2)nnc1-c1c[nH]c2ccccc12
→ 46	-0.5	i	i	i	i	i	i	i	i	i
CCOC(=O)N1CCN(C(=O)CN(c2ccc(OCC)cc2)S(C)(=O)=O)CC1
→ 0	-0.5	i	i	i	i	i	i	i	i	i
CC(CO)(CO)NCc1ccc(-c2ccccc2)cc1
→ 2	0.2	i	i	i	i	i	i	i	i	i
Cn1cnnc1SCCNS(=O)(=O)c1ccccc1
→ 5	-1.5	i	i	i	i	i	i	i	i	i
CC(NC(=O)Cn1nc(-c2ccccc2)ccc1=O)c1ccccc1 (stereo not drawn)
→ 10	-0.1	i	i	i	i	i	i	i	i	i
O=C(NCc1cccnc1)c1ccccc1CCc1ccccc1
→ 5	-0.2	i	i	i	i	i	i	i	i	i
O=C1CC2C(=O)NCCN2C(=NC(=O)c2ccccc2)N1 (stereo not drawn)
→ 49	-0.1	i	i	i	i	i	i	i	i	i
COCc1c(C#N)c(NCc2cc(OC)c(OC)c(OC)c2)nc(C)c1[N+](=O)[O-]
→ 17	0.3	i	i	i	i	i	i	i	i	i
Cc1cc(NC(=O)CO/N=C/c2ccc3c(c2)OCO3)ccc1Br
→ 14	0.0	i	i	i	i	i	i	i	i	i
CN(C(=O)CCc1nnc(CCCCc2ccccc2)o1)C1CC(C)(C)NC(C)(C)C1
→ 7	nt	i	-5.8*	i	i	i	i	i	i	i
Cc1cc(=O)oc2c(C)c(OCC(=O)N3CC[C@@]4(O)CCCC[C@H]4C3)ccc12
→ -8	0.0	i	i	i	i	i	i	i	i	i
CSc1ccc(CCNC(=O)c2nn(C)c3c2CS(=O)(=O)c2ccccc2-3)cc1
→ 3	-0.7	i	i	i	i	i	i	i	i	i
O=C(CCCC(=O)c1ccccc1)NCc1ccccc1
→ 9	-1.0	i	i	i	i	i	i	i	i	i
Cc1ccc(C(=O)Nc2cccc(C(=O)NC3CCCC3)c2)cc1
→ 14	1.5	i	i	i	i	i	i	i	i	i
O=C(O)c1cc([N+](=O)[O-])c(Nc2cccc3ccccc23)c([N+](=O)[O-])c1
→ 26	-0.3	i	i	i	i	i	i	i	i	i
CCn1ncc(Br)c1C(=O)NC(C)c1ccccc1 (stereo not drawn)
→ 11	-0.8	i	i	i	i	i	i	i	i	i
O=C1c2ccccc2NC(c2ccc(O)cc2)N1Cc1ccco1 (stereo not drawn)
→ 14	0.5	i	i	i	i	i	i	i	i	i
COc1cc(C(c2c(C)[nH][nH]c2=O)c2c(C)[nH][nH]c2=O)cc(Br)c1OC
→ 8	-0.5	i	i	i	i	i	i	i	i	i
CCC1=C(OC(=O)N(CC)CC)N2C(=O)OC(=NCCc3c[nH]c4ccccc34)[C@]2(Cc2ccccc2)[C@H]2C1=CC[C@H]1C(=O)NC(=O)[C@H]12
→ 19	1.3	i	i	i	i	i	i	i	i	i
CCN(CCCNC(=O)C1c2ccccc2C(=O)N(CCOC)C1c1ccc(F)cc1)Cc1ccccc1 (stereo not drawn)
→ 6	-0.2	i	i	i	i	i	i	i	i	i
Cc1cccc(N2CCN(c3nc4ccc(Cl)cc4n4cnnc34)CC2)c1C
→ 2	-0.2	i	i	i	i	i	i	i	i	i
COc1ccc(S(=O)(=O)N(C)C)cc1NCC(=O)Nc1cccc(C#N)c1
→ 38	0.3	i	i	i	i	i	i	i	i	i
Cc1cc(NC(=O)COc2ccc3oc4ccccc4c3c2)no1
→ 12	0.4	i	i	i	i	i	i	i	i	i
Cc1noc(C)c1S(=O)(=O)Nc1ccc(C(=O)O)cc1
→ 14	0.0	i	i	i	i	i	i	i	i	i
COc1ccc(NC(=O)C2CCN(C(=O)c3cccs3)CC2)cc1OC
→ 10	-24	i	i	i	i	i	i	i	i	i
CCOc1cc(C(=O)N2CCN(c3ccc(C(C)=O)cc3)CC2)cc(OCC)c1OCC
→ 18	0.5	i	i	i	i	i	i	i	i	i

Continuation:
The line under a structure holds: AI-2 QS modul	HIF activator	MrgX1 allo act	MrgX1 antagonist	TRPC4 inh	TRPC4 potent	TRPC6 activator	PolyA inh	TRPC6 inh	TRPC4 agonist	MrgX1 agonist
CCCC(=O)Nc1nc2ccc(OC)cc2s1
→ 31	4.0	i	i	i	i	i	i	i	i	i
CSC1=NCCN1C(=O)c1c(-c2c(F)cccc2Cl)noc1C
→ 28	0.4	i	i	i	i	i	i	i	i	i
CCCOc1ccc(N2C(=O)CC(NCCNc3ccc([N+](=O)[O-])cn3)C2=O)cc1 (stereo not drawn)
→ nt	-0.6	i	i	i	i	i	i	i	i	i
Cc1ccnc(NS(=O)(=O)c2ccc(NC(=O)c3c(-c4ccccc4Cl)noc3C)cc2)n1
→ 14	0.7	i	i	i	i	i	i	i	i	i
CCN(CC)S(=O)(=O)c1cccc(C(=O)N[C@H](C(=O)Nc2nc3ccccc3s2)C(C)C)c1
→ 9	0.8	i	i	i	i	i	i	i	i	i
COc1ccc2c(C(=O)c3ccc(C)cc3)n(CCCC(N)=O)[n+]([O-])c2c1
→ 0	2.6	i	i	i	i	i	i	i	i	i
COc1ccccc1C(=O)Nc1cccc(NC(=O)c2ccccc2C)c1
→ 16	-0.2	i	i	i	i	i	i	i	i	i
CCN(C(=O)COC(=O)c1ccc(C)c(S(=O)(=O)N2CCOCC2)c1)C1CCS(=O)(=O)C1 (stereo not drawn)
→ -15	0.0	i	i	i	i	i	i	i	i	i
COc1ccc(NS(=O)(=O)c2ccc(NC(=S)NC(=O)c3cccnc3)cc2)nn1
→ 28	-1.0	i	i	i	i	i	i	i	i	i
Cc1ccccc1NC(=O)c1cc(N)ccc1N1CCCCC1
→ 3	-0.3	i	i	i	i	i	nt	i	i	i
O=C(C1CCCN(CCCc2ccccc2)C1)N1CCCCC1 (stereo not drawn)
→ 20	-0.2	i	i	i	i	i	i	i	i	i
Cc1ccc(S(=O)(=O)CCC(=O)Nc2nc(-c3cccnc3)cs2)cc1
→ 20	0.0	i	i	i	i	i	i	i	i	i
C[C@@H](O)C1NC(=O)[C@H](CCCCN)NC(=O)c2cc([N+](=O)[O-])cc(F)c2NCCCC[C@@H](C(N)=O)NC1=O (stereo partly drawn)
→ 25	-0.2	i	i	i	i	i	i	i	i	i

The list is partial, so the mix of outcomes need not match the whole.
